All columns: NCI-60 one-dose screen, growth in % after 48 h at 10 µM unless noted; 100 = growth as untreated, 0 = no growth, -100 = all killed.
HCT-15 – HCT-15 colon cancer; 82,000 compounds, 5.2% hits
HCT-116 – HCT-116 colon cancer. 82,000 compounds, 7.3% hits. AID 1794798
HT29 – HT29 colon cancer | AID 1794748 | 81,000 compounds, 7.4% hits
SNB-75 – SNB-75 CNS cancer. AID 1794750. 79,000 compounds, 5% hits
COLO 205 – COLO 205 colon cancer. 79,000 compounds, 7.3% hits. AID 1794742
SW-620 – SW-620 colon cancer; 82,000 compounds, 5.2% hits
HCC-2998 – HCC-2998 colon cancer. 79,000 compounds, 4.7% hits. AID 1794799
SNB-19 – SNB-19 CNS cancer cells | 81,000 compounds, 2.5% hits | AID 1794751
KM12 – KM12 colon cancer cells; 82,000 compounds, 5% hits
The depositor's hits bear a star; / = not tested or not shown; & = joins results of further samples; [ ] = dose if it differs, or a comment. Rule for the calls: active = growth percent below 10; inactive = the rest.

canonical_smiles,HCT-15,HCT-116,HT29,SNB-75,COLO 205,SW-620,HCC-2998,SNB-19,KM12
COC1=CC(=O)OC(/C=C/c2ccccc2)(OC)C1=O (centres undefined),100,103,107,92,116,104,104,121,102
CCN(CC)CCC12CC(C)OC1=Nc1ccccc1NC2=O (centres undefined),105,98,93,101,111,106,100,105,107
COc1ccc(NC(=S)Nc2nc3c(=O)[nH]nc(-c4ccc(C)cc4)c3s2)cc1,89,98,96,85,104,96,98,104,99
Cc1cc(C)c(CCc2c(C)cc(C)cc2C)c(C)c1,103,98,90,89,101,111,99,110,100
CN1CCN(c2nc(NN3C(=O)c4cccc5cccc(c45)C3=O)nc(N3CCOCC3)n2)CC1,99,91,109,89,101,99,101,97,93
Cc1ccc(OCC(O)COc2ccc(C)cc2)cc1,92,99,102,88,99,98,212,90,102
BrC(c1ccccc1)(c1ccccc1)c1ccccc1,102,88,96,115,116,100,110,105,97
O=c1c2cc(F)cc(Cl)c2sc2c(NCCCNCCO)nc3ccccc3c12,77,65,3.4*,75,74,-32*,61,88,67
Cc1cnc(C=O)c2cccc([N+](=O)[O-])c12,71,18,79,70,106,47,101,99,99
CC(C)Sc1nc(-c2ccc(OCc3ccccc3)cc2)c(C#N)c(=O)[nH]1,72,88,111,91,119,97,99,70,94
FC(F)(F)c1ccc(-c2nnc3c4[nH]ccc4ncn23)cc1,93,93,96,75,97,99,98,94,88
COc1cccc(C(N)=O)c1OC,105,107,101,105,111,106,99,104,106

Exported as labelled records: entries from further up
> COC1=CC(=O)OC(/C=C/c2ccccc2)(OC)C1=O (centres undefined)
  HCT-15: 100
  HCT-116: 103
  HT29: 107
  SNB-75: 92
  COLO 205: 116
  SW-620: 104
  HCC-2998: 104
  SNB-19: 121
  KM12: 102

> CCN(CC)CCC12CC(C)OC1=Nc1ccccc1NC2=O (centres undefined)
  HCT-15: 105
  HCT-116: 98
  HT29: 93
  SNB-75: 101
  COLO 205: 111
  SW-620: 106
  HCC-2998: 100
  SNB-19: 105
  KM12: 107

> COc1ccc(NC(=S)Nc2nc3c(=O)[nH]nc(-c4ccc(C)cc4)c3s2)cc1
  HCT-15: 89
  HCT-116: 98
  HT29: 96
  SNB-75: 85
  COLO 205: 104
  SW-620: 96
  HCC-2998: 98
  SNB-19: 104
  KM12: 99

> Cc1cc(C)c(CCc2c(C)cc(C)cc2C)c(C)c1
  HCT-15: 103
  HCT-116: 98
  HT29: 90
  SNB-75: 89
  COLO 205: 101
  SW-620: 111
  HCC-2998: 99
  SNB-19: 110
  KM12: 100

Next structures follow.
canonical_smiles,HCT-15,HCT-116,HT29,SNB-75,COLO 205,SW-620,HCC-2998,SNB-19,KM12
Cc1c2c(c(C)c3c1oc1cc(O)ccc13)C(=O)N(CCN1CCCCC1)C2=O,95,67,61,87,86,68,94,89,84
Cc1ccc(NC(=O)CNCC(C)C)cc1Cl,100,96,92,66,110,99,101,97,104
COc1ccc(C2=CCCCCC2)c(OC)c1OC,97,105,101,87,109,108,102,99,111
O=C1Nc2ccc([N+](=O)[O-])cc2C1=Nc1ccc(F)c(Cl)c1,91,96,104,92,108,100,103,90,97
O=C(CS(=O)(=O)c1ccccc1)Nc1cc(-c2ccccc2)nn1-c1ccccc1,97,95,102,93,116,102,107,94,103
CCNc1nc2ccccc2c2c(=O)c3ccccc3sc12,74,86,83,65,92,89,104,91,76
CCCCCCCCOC(=O)c1cc(O)c(O)c(O)c1,23,42,96,70,98,54,103,71,67
C[C@@H]1O[C@@H](OC[C@H]2OC(Oc3c(-c4ccc(O)c(O)c4)oc4cc(O)cc(O)c4c3=O)[C@H](O)[C@@H](O)[C@@H]2O)[C@H](O)[C@H](O)[C@H]1O (some centres undefined),106,105,98,84,113,104,108,97,104
O=C(N/N=C/c1ccc(Br)s1)c1[nH]c2ccc(Br)cc2c1-c1ccccc1,12,-14*,5.6*,39,-44*,24,20,31,8.2*
CC(=O)OC1C=CN(C(C)=O)C(SC(C)(C)C)C1(C)O (centres undefined),97,100,105,83,113,101,114,97,108
Cc1ccc(-c2c(-c3nc4ccccc4s3)c(N)nc3c(N=Nc4ccc(Cl)cc4)c(N)nn23)cc1,95,96,108,77,98,87,100,90,97
O=C(c1ccc([N+](=O)[O-])cc1)N(CCO)CCO,105,95,101,113,114,108,106,108,101

Remaining list, next part:
canonical_smiles,HCT-15,HCT-116,HT29,SNB-75,COLO 205,SW-620,HCC-2998,SNB-19,KM12
Cc1cccc2cc(-c3cc4ccccc4[nH]3)/c(=N\NC(=O)c3ccc(Cl)cc3)oc12,99,92,110,/,109,95,120,81,96
COc1ccc(NC(=O)N2CCN(C(=O)Nc3ccc(OC)cc3)CC2)cc1,99,87,106,91,112,102,110,/,85
O=C(Cn1cc(CN2C(=O)c3ccccc3S2(=O)=O)nn1)Nc1cccc2ccccc12,100,96,105,98,99,91,98,96,92
Cc1cn(C2CC(O)C(CO)O2)c(=O)n(C)c1=O (centres undefined),113,104,108,88,119,102,100,104,109
COc1cccc2c(=O)c3c(oc12)CCCC3,102,106,105,98,118,118,118,114,96
Cn1c(=O)c2c(nc(NCc3ccccc3)n2CC(O)CN2CCN(Cc3ccccc3)CC2)n(C)c1=O (centres undefined),106,107,112,112,119,119,132,102,107
C#Cc1cccc(NC(=O)Nc2ccc(NC(=O)C=C)cc2)c1,92[8.25 µM],86[8.25 µM],94[8.25 µM],69[8.25 µM],122[8.25 µM],97[8.25 µM],105[8.25 µM],93[8.25 µM],104[8.25 µM]
CCOC(=O)C(C(C)=O)C1C=Cc2ccccc2N1C(=O)c1ccccc1 (centres undefined),106,91,103,89,105,106,108,107,107
C/C(=C(/C)C1CC1CCNS(=O)(=O)c1ccc(C)cc1)C1CCCCC1 (centres undefined),91,86,94,99,107,105,110,98,88
O=C(O)c1cn(C2CC2)c2cc(N3CCN(CCN4CCOCC4)CC3)c(F)cc2c1=O,106,98,101,103,104,111,101,99,109
COc1cc(OC)c(S(=O)(=O)NNC(=O)c2ccncc2)cc1C(=O)/C=C/c1cc(OC)c(OC)c(OC)c1,102,104,109,97,120,104,116,98,111
O=C(O)CN(CCN(CC(=O)O)CC(=O)O)CC(=O)O,98&114&106,107&103&100,111&107&97,104&92&106,108&109&108,101&94&113,109&93&104,101&110&107,108&114&113

Individual results from the results shown.
BrC(c1ccccc1)(c1ccccc1)c1ccccc1 – HT29: 96
COc1ccc(C2=CCCCCC2)c(OC)c1OC – SNB-19: 99
C#Cc1cccc(NC(=O)Nc2ccc(NC(=O)C=C)cc2)c1 – HCT-15: 92[8.25 µM]

Going on with the list:
canonical_smiles,HCT-15,HCT-116,HT29,SNB-75,COLO 205,SW-620,HCC-2998,SNB-19,KM12
C=CCN(/C=C/CN(CC=C)CC=C)CC=C,100,102,100,86,107,102,110,98,105
N#Cc1c(-c2ccccc2)nc(SCC(O)CN2CCOCC2)nc1N1CCOCC1 (centres undefined),80,58,68,-4.6*,81,79,73,66,69
CS(=O)(=O)C1=CN(CCO)C(=O)N2CCN=C12,104,101,99,67,108,96,97,98,110
CC(C)(CN1CCCN(CC(C)(C)C(=O)O)C1=O)C(=O)O,85,106,105,/,108,108,102,104,112
Cc1ccc([N+](=O)[O-])cc1NC(=O)Nc1onc(C)c1C,100,92,103,89,134,109,99,99,109
COc1cc2c3c(c(=O)oc2cc1OS(=O)(=O)c1ccc(C(F)(F)F)cc1)CCCCCC3,90,87,85,98,91,96,107,93,101
COc1cc(C(=O)O)ccc1C,112,104,103,105,118,107,102,106,105
CSc1nc2sc3c(c2c(=O)n1-c1ccccc1)CCCCC3,106,101,103,96,113,104,110,97,111
COc1ccc2c(-c3nnc(N)s3)cc(=O)oc2c1,99,93,112,102,112,102,111,98,107
CCCCNCC#N,103,107,91,79,109,117,102,106,102
COc1cnc2c(c1)C(=O)c1c-2n(CCCNC2=NCCS2)c(=O)c2cc([N+](=O)[O-])ccc12,-61*,-66*,-42*,24,-67*,-59*,-61*,27,-44*
CS(=O)/C(C#N)=C\C=C\c1cccc(Cl)c1 (centres undefined),-6.4*,-28*,8.5*,23,-22*,15,-31*,27,13

Reformatted with values under each structure: part of the list above
Order of results – HCT-15	HCT-116	HT29	SNB-75	COLO 205	SW-620	HCC-2998	SNB-19	KM12
COc1ccc2c(-c3nnc(N)s3)cc(=O)oc2c1
    99	93	112	102	112	102	111	98	107
COc1cc2c3c(c(=O)oc2cc1OS(=O)(=O)c1ccc(C(F)(F)F)cc1)CCCCCC3
    90	87	85	98	91	96	107	93	101

(further entries)
canonical_smiles,HCT-15,HCT-116,HT29,SNB-75,COLO 205,SW-620,HCC-2998,SNB-19,KM12
O=C(NNC(=S)Nc1ccccc1)c1ccncc1,101,104,100,102,128,113,109,110,107
CCn1cc(-c2ccnc(NCCNS(=O)(=O)c3ccc(Cl)cc3)c2)c(-c2cccc(O)c2)n1,102,92,92,105,117,117,142,103,101
COCCOCn1c(NN(C)C)c(C#N)c2c(N)ncnc21,98,104,106,111,130,113,112,108,109
CN(Cc1ccccc1)c1nc(Cl)c(C2CC(c3ccc(Cl)cc3)=NN2c2ccccc2)s1 (centres undefined),101,93,87,95,117,108,98,107,95
CC(=O)CC(=O)Nc1nccs1,125,103,99,112,108,108,98,109,119
CC1CC(OC(=O)c2ccccc2O)CC(C)(C)C1 (centres undefined),105&112,104&106,100&107,94&107,103&107,104&115,114&99,102,110&111
CCCN(CCSSCCNc1nc(N(C)O)nc(N(C)O)n1)c1nc(N(C)O)nc(N(C)O)n1,69,41,78,74,24,75,60,45,48
Nc1ccccc1C(=O)N[C@H]1CC(=O)c2ccccc2NC1=O,101,109,100,81,106,99,111,95,100
CCCCn1c(C)nc2cc(Nc3nc(N4CCN(C)CC4)nc4nc[nH]c34)ccc21,110,100,104,91,109,107,99,100,101
CC(=O)C(=O)c1ccc([N+](=O)[O-])cc1,97,107,101,97,117,103,107,105,106
COc1nc(=O)n(C2CCCO2)cc1C (centres undefined),106,101,/,84,113,106,105,96,97
C[Si](C)(Oc1ccc(Cl)cc1)Oc1ccc(Cl)cc1,97,94,106,76,118,/,/,102,97

Continued.
canonical_smiles,HCT-15,HCT-116,HT29,SNB-75,COLO 205,SW-620,HCC-2998,SNB-19,KM12
O=C(Oc1ccc2ccccc2c1)c1ccc([N+](=O)[O-])cc1,100,97,108,81,132,104,99,95,103
Cc1cc(O)c(Br)cc1C,98,105,110,87,107,98,101,108,97
N#CCn1c(C(F)(F)F)nc2nc(Cl)c(Cl)nc21,100,109,114,87,104,114,120,100,107
CC1S/C(=N/NC(=O)Cc2csc3nc(-c4ccc(Br)cc4)cn23)N(C2CCCCC2)C1=O (centres undefined),101,61,81,43,96,72,87,102,59
CC(Oc1ccc(NC(=O)c2cccs2)cc1)C(=O)c1ccc(Cl)cc1 (centres undefined),83,67,87,82,97,89,73,79,88
Cc1nc2ccccc2n1-c1ncnc2c1CC(C)c1ccccc1N2C (centres undefined),75,96,59,70,88,68,90,86,74
OC(C[n+]1ccc2ccccc2c1)c1ccccc1 (centres undefined),102,75,81,102,83,102,101,98,96
CN1C(=O)/C(=C/c2nc(-c3ccccc3)n3ccccc23)c2ccccc21,86,63,93,79,98,94,130,97,82
COC(=O)CN,103,113,108,93,106,103,107,110,105
COc1cc2c3c(n(CCCN4CCCC4)c(=O)c2cc1OC)-c1cc2c(cc1C3=O)OCO2,-62*,-84*,-76*,-75*,-77*,-63*,42,-49*,-23*
N#Cc1nc(-c2ccccc2)oc1N1CCC(c2nc3ccccc3s2)CC1,95,104,100,97,104,100,104,101,93
CCN1CCN(C(=O)[C@]23CC[C@@H](C)[C@H](C)[C@@H]2C2=CC[C@@H]4[C@@]5(C)C/C(=C/c6ccncc6)C(=O)C(C)(C)[C@@H]5CC[C@@]4(C)[C@]2(C)CC3)CC1,-53*,-52*,1.6*,20,-16*,-23*,-29*,47,5.5*

Record cards (already shown). Order of screens: HCT-15	HCT-116	HT29	SNB-75	COLO 205	SW-620	HCC-2998	SNB-19	KM12
`N#CCn1c(C(F)(F)F)nc2nc(Cl)c(Cl)nc21` is entered as 100	109	114	87	104	114	120	100	107
`CC(Oc1ccc(NC(=O)c2cccs2)cc1)C(=O)c1ccc(Cl)cc1` (centres undefined) is entered as 83	67	87	82	97	89	73	79	88
`Cc1cc(O)c(Br)cc1C` is entered as 98	105	110	87	107	98	101	108	97
